# Compound activity deposited in PubChem BioAssay by National Center for Advancing Translational Sciences (NCATS).
# 12-LOX inh: Primary qHTS assay for inhibitors of human arachidonate 12S-lipoxygenase (ALOX12): Round 2. Polyunsaturated fatty acid lipoxygenase ALOX12 (Homo sapiens), P18054. purified 12hLO, xylenol orange hydroperoxide absorbance. Potency, µM (series often up to 108 µM), for the others: at the top dose activity change, negative = inhibition, actives largely listed as inhibitors. actives 1.1% (n = 580,000). AID 1671190, 2021; active = well fitted inhibition curve with a large enough effect; inconclusive = small, poorly fitted or top-dose-only effect, or another doubt; inactive = no such curve, though single readings can be large or run the other way
#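 Hydroperoxide product was detected by ferrous iron/xylenol orange as the 573 to 405 nm absorbance ratio. Arachidonic acid at 40 uM (final) was turned over for 30 min at room temperature by 150 nM human 12hLO, pH 7.0 Hepes buffer, after 15 min compound preincubation.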
# * hit, by the source's call; u = inconclusive; [ ] = remark or other dose. % is scaled to controls: 0 for no effect and ±100 for the full control effect; potency is read from the fitted curve at half-maximal effect.
SMILES,12-LOX inh
O=C(NCc1ccc(Cl)cc1)O[C@H]1CC[C@@]23CCCN2C(=O)CCC[C@H]3[C@H]1Cc1ccccc1,-5.2%
CN(C)c1ccc(NC(=O)c2cccc(S(=O)(=O)NCc3cccs3)c2)cc1,-6.9%
O=C(NCc1ccc(F)cc1)c1cc(S(=O)(=O)C2CCS(=O)(=O)C2)ccc1F (centres undefined),-2.9%
CN1C(=O)CC[C@]2(C(=O)N3CCN(c4ccc(F)cc4)CC3)CCCC[C@@H]12,8.1%
CCCNC(=O)C1CCCN1S(=O)(=O)c1ccc(Br)s1 (centres undefined),43.9%[activator]
Cc1ccc(NC(=O)CN2C(=O)NC(c3ccccc3Cl)C3=C2COC3=O)cc1 (centres undefined),15.1%
CCNS(=O)(=O)c1cc(C(=O)NC(C)C)ccc1OC,4.5%
CN(C)C[C@@H]1CN(c2ccncn2)C[C@H]1NC(=O)c1ccc(C#N)cc1,65.2%[activator]
Brc1ccc(-c2noc(CCc3nc4ccccc4[nH]3)n2)cc1,2.0%
COc1ccc(C(=O)Nc2nc(-c3ccc(Br)s3)ns2)cc1,-2.2%
Cc1noc(-c2cn(C3CCCN(C(=O)c4ccc(F)cc4)C3)nn2)n1 (centres undefined),-7.0%
COc1cccc(N2C(=O)NC(=NC3CCCCC3)C23CCN([S+](=O)([O-])c2cccs2)C3)c1 (centres undefined),6.2%[6.33 µM]
COc1ccc(NC(=O)N2CCOc3ccc(CN4CCc5ccccc5C4)cc3C2)cc1,81.1%[activator]
COc1ccc(C(=O)N2CCC3(CC2)c2[nH]c4ccccc4c2CCN3C)cn1,27.4%
COc1cccc([S+](=O)([O-])N2CCC3(CC(C(C)C)=NO3)C2)c1 (centres undefined),u

# By substructure, the compounds so far with fluorine.
SMILES,12-LOX inh
O=C(NCc1ccc(F)cc1)c1cc(S(=O)(=O)C2CCS(=O)(=O)C2)ccc1F (centres undefined),-2.9%
CN1C(=O)CC[C@]2(C(=O)N3CCN(c4ccc(F)cc4)CC3)CCCC[C@@H]12,8.1%
Cc1noc(-c2cn(C3CCCN(C(=O)c4ccc(F)cc4)C3)nn2)n1 (centres undefined),-7.0%

# Following part
SMILES,12-LOX inh
CN(C)CC(=O)N1C[C@@H]2C[C@H](C1)c1ccc(-c3ccccc3CN3CCOCC3)c(=O)n1C2,61.3%[activator]
CC(Oc1ccccc1F)C(=O)Nc1c(F)cccc1F (centres undefined),12.0%
Cn1nc(C(=O)N2CCCN(S(=O)(=O)c3ccccc3)CCC(=O)NCC2)c2ccccc21,8.5%
Cc1c(Cl)cccc1NC(=O)CSc1nnc2[nH]c(=O)c(Cc3ccccc3)nn12,3.2%
COCCN1C(=O)c2cccn2CC1CNC(=O)CCc1ccccc1 (centres undefined),16.6%
O=S(=O)(N[C@H]1CO[C@H]2[C@@H]1OC[C@H]2O)c1ccc(Cl)cc1,2.6%[176 µM]
CC1=C[C@@H](CNC(=O)CCC(=O)O)[C@H](C(C)C)C[C@H]1Cc1nc2ccccc2[nH]1,14.5%[176 µM]
COc1ccc(CN2CCCC23Cc2ccccc2CNC3=O)cn1 (centres undefined),8.2%[6.33 µM]
CCOC(=O)N1CCN(C(C(=O)O)c2c[nH]c3c(OC)cccc23)CC1 (centres undefined),u
COc1cccc(CC(=O)N2CC[C@@H](NC(=O)c3cnccn3)[C@H](O)C2)c1,-5.5%
O=C(NC1CC(=O)N(CCc2cccc(Cl)c2)C1)c1ccsc1 (centres undefined),29.6%
COc1ncccc1CNC[C@H]1O[C@@H]2C[C@@H](CC(=O)N3CCOCC3)O[C@@H]2[C@@H]1O,0.0%[176 µM]
O=S(=O)(NCC1(COc2ccccc2)C[C@@H](O)[C@@H](O)C1)c1ccc(F)cc1 (some centres undefined),-0.5%[176 µM]
CN(C)C[C@@H]1CN(c2ncccn2)C[C@H]1NC(=O)c1c(F)cccc1F,31.7%[activator]
CC(=O)N/N=C/c1cc(Cl)ccc1OCCCOc1ccccc1C,1.4%
Cc1ccc(N2C(=O)c3ccccc3NC23CCSC3)cc1 (centres undefined),u
COc1ccc2cc(C(=O)NCCOc3cccc(C)c3)[nH]c2c1,-0.5%
Cc1ccc(C)c(S(=O)(=O)N(C)CC2CCOC2)c1 (centres undefined),29.5%
O=C(COc1ccccc1)N1CC(F)(F)C[C@H]1c1nc(C2CC2)no1,13.9%
CCOP(=O)(OCC)c1nc(-c2ccc([N+](=O)[O-])cc2)oc1NCc1ccccc1,-41.0%
O=Cc1c(-c2ccc(Cl)cc2Cl)[nH]c2ccccc12,u
C1=CCC(CN2CCN(Cc3ccco3)CC2)CC1 (centres undefined),u
CN(Cc1ccccc1)C(=O)CC1CCCN(c2cnn(C)c(=O)c2)C1 (centres undefined),u
Oc1ccc(Cl)cc1C=NCc1ccc(F)c(Cl)c1,u
CCN1c2cc(C(=O)NC3CCCCCC3)ccc2C(=O)N2CCCCCC21 (centres undefined),-7.1%
CCNC(=O)N1CCCC(Cc2ncc(C)n2CC2CC2)C1 (centres undefined),5.2%
CN(Cc1nc2ccsc2c(=O)[nH]1)C(=O)c1cnn(-c2ccc(Cl)cc2)c1,0.5%
COc1ccccc1-c1nc2nccc(-c3cc4ccccc4o3)n2n1,36.9%
Cc1nc2ccc(C(=O)OCC(=O)NC(=O)NC3CC3)cc2nc1C,u
COC(=O)c1c(C)[nH]c(C(=O)OCC(=O)Nc2ccc(Cl)cn2)c1C,u
Cn1nccc1C(=O)N1CCC2(CC1)CC(N(C(=O)c1ccccc1)C1CC1)CCO2 (centres undefined),41.5%
CC(CN1CCOCC1)NS(=O)(=O)c1ccc(F)c(Cl)c1 (centres undefined),10.9%
CCCC(=O)OCCC(C)C,-13.9%[176 µM]
Cc1cc(C(=O)NCC(F)(F)F)c2c(C3CCCNC3)noc2n1 (centres undefined),6.1%[6.33 µM]
OCC1(CN2CCCC2)CCN(Cc2cccc(Cn3cccn3)c2)CC1,16.7%
CCCN(CC1CCOC1)C(=O)Nc1ccc(OCC)cc1 (centres undefined),45.3%[activator]
C/C(=N\NC(=O)C1CCCCC1)c1ccc(C2CCCCC2)cc1,7.7%
Cc1cc(C)n(-c2ccc(C(=O)NCC3Cc4cc(-c5cnccn5)ccc4O3)cc2)n1 (centres undefined),11.0%
O=C(CCC[C@@H]1[C@H]2CCCN3CCC[C@@H](CN1C(=O)c1cc(F)ccc1F)[C@@H]23)NCC1CC1,27.3%
O=C(c1cc(-c2ccc(F)cc2)nc2ccccc12)N1CCCC(c2nc(C3CCOCC3)no2)C1 (centres undefined),5.0%
O=C(c1cccnc1)N1CCC(c2nnc3n2C(C(=O)N2CCN(c4ncccn4)CC2)CC3)CC1 (centres undefined),6.0%[6.33 µM]
CN(Cc1ccccc1)C(=O)c1ccc(NC(=O)Cc2ccc(NC(=O)C3CCN(C(=O)C4CC4)CC3)cc2)cc1,u
Cc1ccc(C(=O)C(C)OC(=O)c2ccc(Cl)c(N)c2)cc1 (centres undefined),50.5%[activator]
COc1cc(/C=C2/NC(=O)NC2=O)ccc1OCc1cccc(F)c1,u
O=C(c1ccccc1OCc1nc(-c2ccccc2)no1)N1CCN(Cc2ccccc2)CC1,4.6%
Cc1ccc(C(=O)OCC(=O)c2ccco2)s1,31.6µM*
Cc1ccc(OCCNC(=O)[C@@H](Cc2ccccc2)NC(=O)[C@H]2O[C@@H](n3ccc(=O)[nH]c3=O)[C@H](O)[C@@H]2O)cc1C,-5.4%
CCCN(Cc1cc(=O)[nH]c2ccccc12)C(=O)Nc1ccc(OC)cc1OC,21.4%
COc1cccc(C(=O)NCC(O)c2ccc(C)cc2)c1 (centres undefined),4.8%
CCCCC/C=C\C/C=C\C[C@H](O)/C=C/C=C\CCCC(=O)O,0.9%[2.23 µM]
CN(C)C(=O)c1cccnc1OC1CCN(S(=O)(=O)Cc2ccc(Cl)cc2)C1 (centres undefined),34.4%[activator]
O=C(c1nnc(CNc2ccccn2)n1-c1cccnc1)N1CCC[C@@H]1C(c1ccccc1)c1ccccc1,152.6%[activator]
CCCc1noc(-c2ccn3c(CNC(=O)c4cccc(N(C)C)c4)nnc3c2)n1,u
Cc1cc(C)n(-c2cccc(C(=O)NCC3Cc4cc(Cl)cc(-c5cnccn5)c4O3)c2)n1 (centres undefined),-0.6%
O=C(Nc1cccc(F)c1)N[C@@H]1C=C(C(=O)N[C@H]2CCCNC2=O)C[C@@H](O)[C@@H]1O,34.2%[176 µM]
COCCN1CC2(CCCN(Cc3cc(C(C)(C)C)n[nH]3)C2)CCC1=O (centres undefined),46.0%[activator]
COCc1cc(=O)n(CC(=O)Nc2cccc(C(F)(F)F)c2)c(N2CCOCC2)n1,40.9%[activator]
O=C(c1ccc2c(c1)OCO2)N1CCCC2(CC(c3cccnc3)=NO2)C1 (centres undefined),0.0%[6.33 µM]
COc1ccc(C2C=C(c3ccc(Br)cc3)Nc3ncnn32)cc1 (centres undefined),u
COc1ccc(S(=O)(=O)Nc2nc3ccccc3nc2Nc2ccc(OC)c(Cl)c2)cc1,u

# Part of the list above, as tab-separated lines.
smiles	12-LOX inh
CCCCC/C=C\C/C=C\C[C@H](O)/C=C/C=C\CCCC(=O)O	0.9%[2.23 µM]
CN(C)C(=O)c1cccnc1OC1CCN(S(=O)(=O)Cc2ccc(Cl)cc2)C1 (centres undefined)	34.4%[activator]
O=C(c1nnc(CNc2ccccn2)n1-c1cccnc1)N1CCC[C@@H]1C(c1ccccc1)c1ccccc1	152.6%[activator]
CCCc1noc(-c2ccn3c(CNC(=O)c4cccc(N(C)C)c4)nnc3c2)n1	u
Cc1cc(C)n(-c2cccc(C(=O)NCC3Cc4cc(Cl)cc(-c5cnccn5)c4O3)c2)n1 (centres undefined)	-0.6%

# Going on with the list.
SMILES,12-LOX inh
O=C(NCc1cccc(C(F)(F)F)c1)c1ccc2c(c1)CCC2,7.3%
CN(C)c1ccc(S(=O)(=O)N2CCCCC2)cc1NS(=O)(=O)c1ccc2ccccc2c1,u
CCCc1ccc(S(=O)(=O)N2CCN(C(=O)NCC3CN(CC(C)C)CCO3)CC2)cc1 (centres undefined),-2.9%
Cc1ccc(S(=O)(=O)CC(=O)c2ccc(F)cc2)cc1,-4.3%
Cc1cccc(-n2c(SCC(=O)N3CCCC3=O)nc3ccccc3c2=O)n1,3.6%
COC(=O)c1ccoc1COC(=O)CCc1ccc(-c2ccccc2)o1,u
CCc1nc(-c2c3n(c(=O)n(Cc4ccc(C)cc4C)c2=O)CCCC3)no1,-4.7%
O=C1/C(=C/c2ccc(Br)cc2)C(c2ccccc2)Oc2ccccc21 (centres undefined),0.1%
CC1(c2ccccc2)NC(=O)N(NC(=O)c2nn(-c3ccccc3)c(=O)c3ccccc23)C1=O (centres undefined),0.4%
Cc1ccccc1C(=O)N1CC[C@](O)(c2ccccc2)[C@H](N(C)C)C1,39.2%
Cc1cnc(C(=O)N2CCn3c(nnc3[C@@H]3C[C@@H](O)CN3Cc3ccccc3)C2)cn1,11.3%
O=C(CCc1c[nH]c2ccccc12)NCCSC(F)(F)F,-10.1%
COc1cccc(-c2noc3c2CN(C(=O)c2ccc(C)cc2OC)CC3)c1,19.5%
COc1ccc(CNC(=O)c2cc3cn(C4CC4)cc3s2)cc1OC,9.3%
O=c1cc(-c2ccccc2)c2ccc(OCc3ccccc3)cc2o1,8.9%
Cc1ccc(/C=C/C(=O)c2cc(C)ccc2O)cc1,1.4%
CCc1ccccc1Nc1nc(-c2cccc(OC)c2OC)no1,25.2%
CC(C)C[C@H](N)C(=O)N1CCC2(CC1)Nc1ccccc1NC2=O,21.5%
CCc1ccc(NC(=O)NCCc2noc(C)n2)cc1,0.7%
COc1ccc(Nc2nccc3c2cc(-c2ccccc2OC)n3C)cc1OC,-20.2%
C#CCNC[C@@H]1C=C(C)[C@H](Cc2nnc(-c3ccccc3F)o2)C[C@H]1C(C)C,3.5%[176 µM]
CS(=O)(=O)N1CCC(C2CCN(C(=O)c3ccc[nH]c3=O)C2)CC1 (centres undefined),30.7%
c1csc(CNCCN2CCCC2)c1,-22.6%
Cc1ccsc1C(=O)N1CCCC(c2noc(COc3ccccc3F)n2)C1 (centres undefined),-7.8%
CC(C)Cc1nc2cc(NS(=O)(=O)N(C)C)cc(C(=O)N3CCOc4ccccc4C3)c2n1C,-16.5%
COc1cc(CNC(C)C)ccc1OCC(O)CN1CCSCC1 (centres undefined),50.0%[activator]
CC(C)NC(=O)NCc1nnc2n1C(C(=O)N1CCN(c3ncccn3)CC1)CC2 (centres undefined),4.6%[6.33 µM]
COc1ccc(NC(=O)c2cc(-c3ccc[nH]3)n[nH]2)c(OC)c1,-4.7%
CCCCCCc1cnc(-c2ccc(OC(F)(F)F)cc2)nc1,1.7%
Cc1occc1C(=O)N1CCC(C2CCN(c3ncccn3)CC2)C1 (centres undefined),9.1%
N#CCC1(O)C(=O)Nc2ccccc21 (centres undefined),7.1%
CN1C[C@H](O)C[C@H]1c1nnc2n1CCN(S(=O)(=O)c1ccc(F)cc1)CC2,u
C[C@@H](NC(=O)C1CC1)c1onc(-c2ccc(F)cc2)c1C(=O)O,3.1%[176 µM]

# Only part of the results is shown; the hit share may differ from the screen's.
